Assay outcomes deposited in PubChem BioAssay by National Center for Advancing Translational Sciences (NCATS).
FEN1 inh = human FEN1 inhibition; P39748; Recombinant FEN1 flap cleavage, fluorescence, 15 min; Potency, µM (doses to about 114 µM), inactives show at the top dose activity change, negative = inhibition, actives largely listed as inhibitors; 0.35% of 390,000 active; AID 588795; note: nearly all actives have a fitted effect of over 65% in size
Target sequence (P39748 whole entry, looked up): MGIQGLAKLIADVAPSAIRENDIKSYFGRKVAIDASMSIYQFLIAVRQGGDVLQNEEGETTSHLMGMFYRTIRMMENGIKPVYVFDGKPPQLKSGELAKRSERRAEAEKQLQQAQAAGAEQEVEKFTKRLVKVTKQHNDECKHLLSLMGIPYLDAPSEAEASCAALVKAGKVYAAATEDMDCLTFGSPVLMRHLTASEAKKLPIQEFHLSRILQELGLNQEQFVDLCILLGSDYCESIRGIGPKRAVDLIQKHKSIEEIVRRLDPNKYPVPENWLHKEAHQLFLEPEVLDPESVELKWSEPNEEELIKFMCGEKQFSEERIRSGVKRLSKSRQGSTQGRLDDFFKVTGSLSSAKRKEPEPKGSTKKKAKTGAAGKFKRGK
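Read-out was taken twice, immediately and after 15 min, following addition of 50 nM substrate to 10 nM FEN1 that had sat with test compound for 15 min at room temperature. Curves came from a four-parameter Hill model.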
TDP1 inh = TDP1 (human) enzyme inhibition | Q9NUW8 | recombinant TDP1, AlphaScreen DNA substrate cleavage | Potency, µM (doses to about 130 µM), for inactives: top-dose activity change, negative = inhibition, actives largely listed as inhibitors | 0.28% of 350,000 active; note: nearly all actives have a fitted effect of over 40% in size
Target sequence (Q9NUW8 whole entry, looked up): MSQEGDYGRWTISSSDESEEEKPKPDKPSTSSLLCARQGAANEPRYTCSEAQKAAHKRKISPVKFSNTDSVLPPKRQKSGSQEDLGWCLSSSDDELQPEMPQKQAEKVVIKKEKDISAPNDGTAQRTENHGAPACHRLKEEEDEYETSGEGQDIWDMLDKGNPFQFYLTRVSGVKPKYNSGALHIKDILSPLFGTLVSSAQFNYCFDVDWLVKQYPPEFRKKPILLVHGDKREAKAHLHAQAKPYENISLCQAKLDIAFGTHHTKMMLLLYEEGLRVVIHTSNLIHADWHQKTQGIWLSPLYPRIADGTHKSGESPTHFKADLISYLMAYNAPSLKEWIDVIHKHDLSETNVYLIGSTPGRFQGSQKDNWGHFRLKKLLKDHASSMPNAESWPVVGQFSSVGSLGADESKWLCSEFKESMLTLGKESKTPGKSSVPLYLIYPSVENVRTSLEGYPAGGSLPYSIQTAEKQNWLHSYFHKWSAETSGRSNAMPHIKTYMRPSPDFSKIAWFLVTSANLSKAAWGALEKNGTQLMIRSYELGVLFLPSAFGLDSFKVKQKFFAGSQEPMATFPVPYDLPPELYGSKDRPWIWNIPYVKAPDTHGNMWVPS
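Here, a 5' biotin and 3' phosphotyrosine-FITC DNA oligonucleotide reports Tdp1 activity: intact substrate bridges AlphaScreen beads, while cleavage leaves a 3' phosphate and drops signal. All incubations at room temperature.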
N370S GC = inhibitors or activators of N370S glucocerebrosidase for Gaucher disease. P04062. N370S GC spleen homogenate, 4MU-glucoside fluorescence. Potency, µM (titrated, usually from 59.4 µM), without a hit: top-dose activity change, negative = inhibition, hits mostly inhibitors. 0.092% of 330,000 active. AID 2101;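 note: 0% = full enzyme activity and -100% = no enzyme basal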
* marks the source's active call; other numbers are inactive results; ? = inconclusive; . = not tested or not shown; [ ] = remark or other dose. Calls come from the whole dose curve; as a rule, active = well fitted curve in the direction sought with a large enough effect; inconclusive = small, poorly fitted or top-dose-only effect, or another doubt; inactive = no such curve, though single readings can be large; an effect the other way counts as inactive or inconclusive. Unless noted, % is set by controls: 0 for no effect and ±100 for the full control effect; potency is the fitted concentration of half-maximal effect.

[1] COCCN(C(=O)COc1ccccc1C#N)c1c(N)n(Cc2ccccc2)c(=O)[nH]c1=O
[2] O=C(COc1ccc(Cl)cc1)Nc1cc2c3c(c1)CC(=O)N3CCC2
[3] CCOc1ccc(NC(=O)CN2CCN(CC(=O)Nc3cccc(F)c3)CC2)cc1
[4] CCOC(=O)C1CCN(S(=O)(=O)c2cccc(-c3cn4cccc(C)c4n3)c2)CC1
[5] O=c1c2ccccc2ncn1CCOCCOc1cccc(Br)c1
[6] O=C1OC(/C(=C\NCc2ccccc2)[N+](=O)[O-])c2ccccc21 (stereo not given)
[7] O=C1/C(=C/c2coc3ccc(O)cc3c2=O)SC(=S)N1c1ccccc1
[8] O=C(c1cccs1)c1coc2ccc(O)c(CN3CCOCC3)c12
[9] CCN(CC)C(=O)c1cc2c(=O)oc3ccccc3c2s1
[10] CCOC(=O)c1c(NC(=O)c2cc(OCC)c(OCC)c(OCC)c2)sc2c1CCCCC2
Compound	1	2	3	4	5	6	7	8	9	10
FEN1 inh	1%	6%	-4%	-5%	-5%	-2%	-5%	-12%	9%	4%
TDP1 inh	-4%	.	4%	5%	-1%	5%	.	-4%	-3%	4%[12.3 µM]
N370S GC	-8%	7%	-7%	0%	10%	-9%	3%	1%[2.35 µM]	10%	.

[11] O=C(CC(SCCO)c1ccc2c(c1)OCO2)c1cccs1 (stereo not given)
[12] CC(C)Cc1cc(C(=O)NCCc2ccccc2)no1
[13] Cc1cccc2sc(NC(=O)C3CCN(S(=O)(=O)c4cc([N+](=O)[O-])ccc4Cl)CC3)nc12
[14] COc1ccc(Br)cc1C1NC(c2ccc3c(c2)OCO3)=CC(c2ccccc2O)N1 (stereo not given)
[15] Cc1nc2sc(C(c3cccc(F)c3)N3CCCC(C)C3)c(O)n2n1 (stereo not given)
[16] COc1ccc(Cl)cc1NC(=S)NCCc1ccc(F)cc1
[17] O=[N+]([O-])c1cccc(S(=O)(=O)NCCCN2CCOCC2)c1
[18] COc1ccc(CN(C(=O)/C=C/c2ccccc2Cl)C2CCS(=O)(=O)C2)cc1 (stereo not given)
[19] Cc1noc(C)c1COc1ccc(C(=O)OC(C)C(=O)Nc2ccc(S(=O)(=O)N3CCOCC3)cc2)cc1 (stereo not given)
[20] COc1ccccc1-c1cc(C(F)(F)F)nc(N2CCN(c3ccccc3)CC2)n1
Compound	11	12	13	14	15	16	17	18	19	20
FEN1 inh	3%	-6%	-16%	-13%	-2%	-22%	11%	-24%	-9%	16%
TDP1 inh	-1%	-3%	-3%	2%	2%	5%[56.1 µM]	-3%	.	3%	0%
N370S GC	-12%	4%	13%	.	-18%	14%	?	12%	-12%	7%

[21] CCOCC(=O)Nc1cccc(NC(C)=O)c1
[22] CCOC(=O)[C@@H]1[C@H]2COc3ccccc3[C@H]2N2C(=O)N(c3ccc(OC)cc3)C(=O)[C@]12C
[23] CC1=C(C(=O)OCc2ccccc2)C(c2ccc(Cl)cc2Cl)NC(=O)N1CCCC(=O)O (stereo not given)
[24] COc1ccccc1C(=O)Nc1ccnn1C1CCN(CCCC2CCCC2)CC1
[25] CC(=O)N1CCN(Cc2nc3cc(Cl)ccc3c(=O)[nH]2)CC1
[26] O=C(Nc1ccccc1)C(Cc1ccccc1)N1Cc2ccccc2C1=O (stereo not given)
[27] COc1cccc(C2CC(=O)Nc3cc4c(cc32)OCCO4)c1OC(C)C (stereo not given)
[28] CCCc1nnc(NC(=O)C2CC(=O)N(C3CCCC3)C2)s1 (stereo not given)
[29] CC12CCC(=O)N1C(C(=O)OCc1c(Cl)cccc1Cl)CS2 (stereo not given)
[30] O=C(CN1CCN(c2ccccc2F)CC1)NCc1ccc(Cl)cc1
Compound	21	22	23	24	25	26	27	28	29	30
FEN1 inh	4%	-10%	10%	2%	0%	18%	1%	1%	-16%	12%
TDP1 inh	3%	.	0%	4%	5%	2%	6%	0%	-1%	2%
N370S GC	0%	3%	15%	-7%	3%	.	-11%	-1%	1%	-12%

Entries of single compounds, quoted from the list.
`CCOC(=O)[C@@H]1[C@H]2COc3ccccc3[C@H]2N2C(=O)N(c3ccc(OC)cc3)C(=O)[C@]12C` in the list: FEN1 inh = -10%; TDP1 inh = .; N370S GC = 3%
`O=C(Nc1ccccc1)C(Cc1ccccc1)N1Cc2ccccc2C1=O` (stereo not given) in the list: FEN1 inh = 18%; TDP1 inh = 2%; N370S GC = .

Continued:
[31] CCOC(=O)c1ccc(NC(=O)c2cnc3c(-c4ccc(F)cc4)c(C)nn3c2C)cc1
[32] O=C(NCC(=O)N(c1ccc(F)cc1)C(C(=O)NC1CCCCC1)c1ccncc1)c1ccco1 (stereo not given)
[33] CCOc1cc(/C=N/n2cnnc2)ccc1O
[34] CCCCn1c(CN2CCN(c3ccc(OC)cc3)CC2)nc2c1c(=O)[nH]c(=O)n2C
[35] CCC(c1nnnn1C1CCCC1)N(Cc1cccs1)Cc1cc2cccc(C)c2[nH]c1=O (stereo not given)
[36] Cc1cc2c(nc1C)CCCCN2C[C@H](O)CN1CCCc2nc(-c3ccc(Br)cc3)ccc21
[37] Cc1c(C(=O)N2CCC(c3nc4ccccc4s3)CC2)oc2cc(Br)ccc12
[38] COc1ccc([C@@H]2CC(=O)c3c(O)cc(O[C@@H]4O[C@H](CO[C@@H]5O[C@@H](C)[C@H](O)[C@@H](O)[C@H]5O)[C@@H](O)[C@H](O)[C@H]4O)cc3O2)cc1O
[39] COc1cc(OC)c2c(c1)OC(c1ccccc1)CC2=O (stereo not given)
[40] Cc1ccc(-c2nnc(OCCN3CCOCC3)c3ccccc23)cc1
Compound	31	32	33	34	35	36	37	38	39	40
FEN1 inh	-1%	13%	1%	-5%	-2%	.	12%	4%	.	-1%
TDP1 inh	3%	9%	0%	6%	8%	11%[21 µM]	-5%	.	12%[56.1 µM]	0%
N370S GC	.	-17%	-13%	.	24%	-2%[12.8 µM]	.	0%	3%	-3%

[41] COCCNC(=O)C(c1ccc(F)cc1)N(Cc1ccco1)C(=O)CCC(=O)Nc1nccs1 (stereo not given)
[42] CCCCN(C(=O)c1cccc(N2C(=O)c3ccccc3C2=O)c1)c1c(N)n(CC(C)C)c(=O)[nH]c1=O
[43] CCN1CCc2c(sc(-n3cccc3)c2C(C)NC(=O)Nc2ccccc2C)C1 (stereo not given)
[44] COc1cccc(C(=O)N(Cc2ccco2)c2c(N)n(Cc3ccccc3)c(=O)[nH]c2=O)c1
[45] COc1ccc(S(=O)(=O)N(C)C[C@H]2Oc3ccc(NS(=O)(=O)c4ccccc4)cc3CC(=O)N([C@H](C)CO)C[C@@H]2C)cc1
[46] COc1ccccc1NC(=O)C1CCCN(S(=O)(=O)c2cccc3nsnc23)C1 (stereo not given)
[47] CCCCn1c(=S)[nH]c2c(oc3ccc(Cl)cc32)c1=O
[48] C=CCN1CN(CCc2ccccc2)CNC1=S
[49] CCOc1ccc(CN2CCN(Cc3nc(C(C)C)cs3)CC2CCO)cc1 (stereo not given)
[50] CCCC(=O)Nc1nnc(S(=O)(=O)N(C)Cc2ccc(Cl)cc2)s1
Compound	41	42	43	44	45	46	47	48	49	50
FEN1 inh	0%	2%	-3%	-13%	-3%	12%	.	-10%	8%	-2%
TDP1 inh	2%	0%	7%	1%	0%	3%	5%	3%	0%	0%
N370S GC	-3%	.	.	.	.	-2%	17%	?	-2%	.

[51] O=C(O)c1cc(NS(=O)(=O)c2ccc(NC3CCCCC3)c([N+](=O)[O-])c2)cc(C(=O)O)c1
[52] COCCN(Cc1ccccc1)C(=O)C1CCN(C(=O)Nc2ccccc2)CC1
[53] CCOC(=O)CCc1c(C)n[nH]c1C
[54] COc1ccc(S(=O)(=O)N2CCOCC2)cc1NC(=O)COc1ccc(C(C)=O)cc1OC
[55] Cc1ccc(Cn2c(SCC(N)=O)nc3c2c(=O)n(C)c(=O)n3C)cc1
[56] COc1ccc(N2CCN(S(=O)(=O)CCNC(=O)/C=C/c3ccccc3)CC2)cc1
[57] CCOC(=O)C1(CCOc2ccccc2)CCN(Cc2cccc(OCCO)c2)CC1
[58] CCc1nnc(NC(=O)CSc2nc3cc(OC)c(OC)cc3cc2C)s1
[59] O=C(NC(NCc1ccccc1)C(Cl)(Cl)Cl)c1cccnc1 (stereo not given)
[60] Cc1ccc(CNC(=O)c2cc3sccc3n2Cc2ccc(Cl)cc2)cc1
Compound	51	52	53	54	55	56	57	58	59	60
FEN1 inh	3%	-10%	-2%	-6%	-10%	4%	1%	1%	6%	9%
TDP1 inh	0%	-2%	0%	1%	-5%	-1%	.	0%	-2%	4%
N370S GC	8%	.	24%	-2%	14%	-18%	-5%	-27%	5%	.

[61] O=C(CCc1ccccc1)NNC(=O)c1ccccc1Cl
[62] NC(=NCCc1c[nH]c2ccccc12)NS(=O)(=O)c1cc(F)ccc1F
[63] COc1ccc(C(=O)Cc2cc3ccccc3oc2=O)cc1
[64] CCOc1ccc(S(=O)(=O)N2CCN(C(=O)CCOc3ccccc3C)CC2)cc1
[65] COc1ccc(O)c(-c2[nH]ncc2C(=O)c2cccc(C)c2)c1
[66] CCc1ccccc1NC(=O)CSc1nnc(CNC(=O)c2ccco2)n1C
[67] NC(=O)c1nsc(C(=O)N(Cc2cccnc2)C(C(=O)NCc2ccc(F)cc2)c2ccc(O)cc2)c1N (stereo not given)
[68] COC(=O)c1c(-c2ccc(Cl)cc2)noc1N1CCN(c2ccccc2F)CC1
[69] COc1ccc(CC(=O)Nc2cc(Cl)ccc2C(=O)O)cc1
[70] O=C(CSc1ccccc1C(=O)N1CCN(c2ccccc2)CC1)N1CCCC1
Compound	61	62	63	64	65	66	67	68	69	70
FEN1 inh	-2%	-8%	-4%	-8%	10%	-3%	-9%	-12%	19%	-3%
TDP1 inh	.	4%	.	-2%	.	.	.	-3%	-5%	1%
N370S GC	-1%	2%	-4%	-4%	-9%	1%	-12%	.	0%	.

[71] Cc1cc(C)c(C(=O)Cn2nc(C)c([N+](=O)[O-])c2C)cc1C
[72] COc1ccc(N2CCN(C(=O)C3CCN(S(=O)(=O)c4cccc5nonc45)CC3)CC2)cc1
[73] Cn1ncc(Br)c1C(=O)OCC(=O)Nc1nc(-c2ccccc2)cs1
[74] CCc1nnc2c(NCc3ccccc3OC)nc3ccccc3n12
[75] CN(CC(=O)NCCCN1CCOCC1)S(=O)(=O)c1ccc(F)cc1
[76] COc1ccc(N2CCN(CCCNC(=O)CCC(=O)N3CCOc4ccc(Cl)cc43)CC2)cc1
Compound	71	72	73	74	75	76
FEN1 inh	9%	10%	-5%	-3%	-7%	-7%
TDP1 inh	-1%	4%	2%	8%	-19%	9%
N370S GC	12%	.	5%	.	1%	1%

Grouped by structure: those above with fluorine
[3] CCOc1ccc(NC(=O)CN2CCN(CC(=O)Nc3cccc(F)c3)CC2)cc1
[15] Cc1nc2sc(C(c3cccc(F)c3)N3CCCC(C)C3)c(O)n2n1 (stereo not given)
[16] COc1ccc(Cl)cc1NC(=S)NCCc1ccc(F)cc1
[20] COc1ccccc1-c1cc(C(F)(F)F)nc(N2CCN(c3ccccc3)CC2)n1
[30] O=C(CN1CCN(c2ccccc2F)CC1)NCc1ccc(Cl)cc1
[31] CCOC(=O)c1ccc(NC(=O)c2cnc3c(-c4ccc(F)cc4)c(C)nn3c2C)cc1
[32] O=C(NCC(=O)N(c1ccc(F)cc1)C(C(=O)NC1CCCCC1)c1ccncc1)c1ccco1 (stereo not given)
[41] COCCNC(=O)C(c1ccc(F)cc1)N(Cc1ccco1)C(=O)CCC(=O)Nc1nccs1 (stereo not given)
[62] NC(=NCCc1c[nH]c2ccccc12)NS(=O)(=O)c1cc(F)ccc1F
[67] NC(=O)c1nsc(C(=O)N(Cc2cccnc2)C(C(=O)NCc2ccc(F)cc2)c2ccc(O)cc2)c1N (stereo not given)
[68] COC(=O)c1c(-c2ccc(Cl)cc2)noc1N1CCN(c2ccccc2F)CC1
[75] CN(CC(=O)NCCCN1CCOCC1)S(=O)(=O)c1ccc(F)cc1
Compound	3	15	16	20	30	31	32	41	62	67	68	75
FEN1 inh	-4%	-2%	-22%	16%	12%	-1%	13%	0%	-8%	-9%	-12%	-7%
TDP1 inh	4%	2%	5%[56.1 µM]	0%	2%	3%	9%	2%	4%	.	-3%	-19%
N370S GC	-7%	-18%	14%	7%	-12%	.	-17%	-3%	2%	-12%	.	1%
